Bioassay records from PubChem.
IMP-1 inh: blocks Pseudomonas aeruginosa IMP-1 metallo-beta-lactamase. purified IMP-1, nitrocefin hydrolysis, epi-absorbance fluorescence. inhibition, % at 5.6 µM. 290,000 tested, 0.45% active;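 active = inhibition above the mean plus 3 SD of all compounds in the same screening run, cut at about 4.5% in these data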;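 also: 0% = IMP-1 with DMSO and 100% = DMSO wells lacking enzyme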
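System: Purified recombinant IMP-1 metallo-beta-lactamase enzyme | Measured by: Fluorescence quenching readout, ex 480/em 530 nm | Replication: Singlicate | Incubation: 15 min preincubation plus 25 min reaction at 25 °C | Evaluation: Percent inhibition from optical density relative to buffer-blank wells | Benchmarks: DMSO with and without IMP-1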
MEKK2wt PB1 HTS: raises or lowers MEK5 binding to wildtype human MEKK2 PB1 domain. bead flow cytometry, Alexa488-MEK5 binding to MEKK2 WT; actives lie on both sides. binding response (% of control), % at 10 µM. AID 1531. Q9Y2U5. 290,000 tested, 1.1% active; in the data active = binding response below about 67% or above about 130%
NALP1 inh: inhibitors of NALP1 inflammasome in yeast; inhibition, % at 10 µM; 280,000 tested, 0.61% active; S. cerevisiae NALP1/ASC/caspase-1 growth, X-gal OD620, 72 h; in the data active = inhibition mostly above about 24%, no sharp cut-off; inactive = mostly below about 32%; also: some compounds called inactive have numbers as strong as hits
DNA FID counter: displaces DNA intercalator in HCV helicase counter-screen; DNA fluorescent intercalator displacement, fluorescence; inhibition, % at 7.9 µM; 290,000 tested, 0.17% active; AID 1845; in the data active = inhibition above about 37%;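 also: 0% = vehicle and 100% = reference compound; higher means more ethidium bromide displaced from hairpin DNA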
M18AAP inhibitor: blocks P. falciparum M18 aspartyl aminopeptidase; recombinant PfM18AAP, H-Glu-NHMec fluorogenic cleavage; inhibition, % at 7.35 µM; 290,000 tested, 1.2% active; AID 1822;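 active = inhibition above the campaign mean inhibition over all tested compounds plus 3 SD, cut at about 28% in these data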;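 also: 0% = plate median of test compound wells and 100% = 2 mM ZnCl2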
VIM-2 inh: blocks Pseudomonas aeruginosa VIM-2 metallo-beta-lactamase | AID 1527 | purified VIM-2, nitrocefin hydrolysis, epi-absorbance fluorescence | 290,000 tested, 0.89% active | inhibition, % at 5.6 µM;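 active = inhibition above the mean of all tested compounds plus 3 SD, cutoff set per screening run, cut at about 7.5% in these data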;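 also: red hydrolysis product quenches plate fluorescence so inhibitors raise well fluorescence; 0% = enzyme with DMSO and 100% = DMSO without enzyme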
UBC9 SUMO inh: blocks human SUMOylation mediated by UBC9; P63279; HTRF SUMOylation assay, SAE1/SAE2 + UBC9, in vitro; inhibition, % at 35 µM; 290,000 tested, 0.36% active; AID 2006; in the data active = inhibition above about 50%, passing the limit was not always enough; also: strong numbers were not always called active
Target sequence (P63279 whole entry, looked up): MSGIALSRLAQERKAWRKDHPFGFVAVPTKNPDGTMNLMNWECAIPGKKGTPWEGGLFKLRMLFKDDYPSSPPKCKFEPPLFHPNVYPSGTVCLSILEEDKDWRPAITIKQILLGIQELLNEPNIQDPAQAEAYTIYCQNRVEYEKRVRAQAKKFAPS
MEKK2mut PB1 HTS: signal of MEK5 binding to mutant human MEKK2 PB1 domain. 290,000 tested, 0.35% active. percent response, % at 10 µM. bead flow cytometry, Alexa488-MEK5 binding to MEKK2 mutant. AID 1530; in the data active = percent response above about 24%, passing the limit was not always enough; also: inactives centre near 1; some results filed as inactive read as strong as hits
HCV NS3 hel inh: inhibitors of Hepatitis C virus NS3 helicase; NS3 helicase DNA unwinding, Cy5 molecular beacon fluorescence; inhibition, % at 10.9 µM; 290,000 tested, 0.56% active;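 active = inhibition above the mean of all tested compounds plus 3 SD, set per campaign, cut at about 35% in these data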;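 also: 0% = DMSO wells and 100% = thioflavine S control wells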
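test system = hepatitis C virus NS3 helicase domain fragment enzyme | reagent = annealed dual-labelled DNA beacon duplex, ATP-started | times = 1 h at 25 °C | detection = Cy5 fluorescence, 0 and 60 min reads | read-out basis = percent inhibition from t60/t0 fluorescence ratio | control set = DMSO and thioflavine S | replication = one well per compound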
Numbers without * were called inactive; . = not tested or not shown.

Below each compound – IMP-1 inh | MEKK2wt PB1 HTS | NALP1 inh | DNA FID counter | M18AAP inhibitor | VIM-2 inh | UBC9 SUMO inh | MEKK2mut PB1 HTS | HCV NS3 hel inh
CN(C)C(CNC(=O)c1ccc(Br)cc1)c1ccco1 (stereo not drawn)
  -3.5 | 102 | 7 | -2 | 0 | -2.3 | -5 | 5 | 14
O=C(Nc1ccc(F)cc1F)NC1CCCCCCC1
  -2.6 | 100 | -5 | -10 | 5 | -2.6 | 0 | 0 | 1
CCN(CC)P(=O)(/C(Cl)=C\Nc1c(C)n(C)n(-c2ccccc2)c1=O)N(CC)CC
  -0.9 | 107 | 25 | -9 | 7 | 1.0 | -17 | 22 | 2
O=C(C1CCN(S(=O)(=O)N2CCCCC2)CC1)N1CCCCC1
  -2.9 | 91 | 12 | -1 | -10 | 0.5 | -8 | -3 | 9
c1ccc(-c2oc3ncnc(NCCCn4ccnc4)c3c2-c2ccccc2)cc1
  -3.7 | 120 | -10 | 13 | 6 | 1.7 | 34 | 6 | -57
Cc1cc(C)nc(N/N=C/c2ccc(N3CCOCC3)cc2)n1
  -2.4 | 100 | 3 | -10 | 13 | -2.9 | 7 | 2 | 5
CC(C)=CCC/C(C)=C/CC(C)(C)CNCCN1CCNCC1
  -2.5 | 163* | 2 | 19 | 3 | -3.8 | 17 | 21 | -50
COC(Cc1n[nH]c(=S)n1-c1ccccc1)OC
  -3.5 | 89 | -4 | -4 | 12 | -1.4 | 34 | -10 | 0
Cc1nn(-c2ccccc2)c(Cl)c1C(=O)OC(C)C(=O)NC(=O)NC1CCCCC1 (stereo not drawn)
  0.2 | 99 | 14 | -27 | -14 | 0.1 | 6 | 1 | -17
COc1ccc(C(C(=O)NCc2ccccc2)N(C(=O)c2snc(C(N)=O)c2N)C2CCCC2)cc1O (stereo not drawn)
  -2.1 | 104 | 16 | -33 | 2 | -0.4 | 22 | 4 | 32
CC(C)=NNc1nc2sc3c(c2c(=O)[nH]1)CC(C)(C)OC3
  -4.0 | 99 | 2 | 1 | 10 | -6.2 | -7 | 0 | -1
CCn1c(SCC(=O)c2ccc3c(c2)OCCO3)nnc1-c1ccco1
  0.0 | 96 | 0 | -17 | -3 | 1.9 | 14 | 3 | 48*
COc1ccc2oc(C(=O)OC/C(O)=C(\C#N)c3nc4ccccc4[nH]3)c(C)c2c1
  -3.2 | 92 | . | -6 | -4 | -3.8 | 31 | 5 | 13
CC(NC(=O)CSc1nnc(-c2cc3cc(Cl)ccc3o2)n1C)c1ccccc1 (stereo not drawn)
  -2.2 | 104 | -11 | -11 | -2 | 1.2 | -15 | 0 | 0
Cc1nc(N)ncc1Sc1ccccc1
  0.0 | 101 | 6 | -1 | -3 | -0.2 | -1 | -2 | -9
CCn1c(-c2ccccc2Cl)nn(CC(=O)Nc2ccc(OC)cc2)c1=S
  -2.0 | 102 | 0 | -28 | 2 | -1.6 | 18 | 18 | -2
O=C(Cn1c(=O)n(-c2ccc(F)cc2)c(=O)c2sccc21)N1CCCC1
  -4.0 | 97 | 6 | -12 | -19 | -0.9 | 8 | 0 | 24
CC1=CC(C)(C)N(C(=O)CSc2nccn2C)c2cc(C)ccc21
  -0.5 | 98 | 3 | -16 | 1 | -0.8 | 0 | -5 | -9
Clc1ccc(CN2CCN(c3ncccn3)CC2)c(Cl)c1
  2.2 | 88 | 19 | -12 | 5 | -2.2 | -7 | -3 | 1
N/C(Cc1ccc([N+](=O)[O-])cc1)=N\OC(=O)C1CCCCC1
  -2.5 | 97 | -14 | 0 | -2 | -1.8 | -1 | -5 | 2
COc1ccc(NC(=S)NC2CCS(=O)(=O)C2)cc1 (stereo not drawn)
  -0.8 | 102 | 25 | -3 | 7 | -3.2 | -5 | 3 | 11
Cc1ccc(-c2c3c([nH]c(=S)c2C#N)CCCC3)o1
  9.7* | 86 | -20 | -16 | 31* | 1.7 | 30 | -7 | 31
O=C(N/N=C/c1cc(O)ccc1[N+](=O)[O-])c1ccc2c(c1)OCCO2
  -1.1 | 103 | 24 | -13 | 4 | -1.0 | 15 | 1 | 23
COc1ccc(C(C)(C)C)cc1NC(=O)Nc1ccc2c(c1)OCO2
  -1.3 | . | 10 | 0 | 7 | -2.7 | -15 | . | -14
CCOC(=O)c1c(CN2CCCCC2)n(C)c2cc(Br)c(O)c(CN(C)C)c12
  -1.5 | 105 | 25 | 4 | 15 | -4.2 | 12 | 9 | -8
O=C(Nc1ccccc1NC(=O)NC1CCCCC1)NC1CCCCC1
  -6.3 | 82 | 13 | -2 | 3 | -1.1 | 28 | -11 | -4
O=C(O)CC(CNS(=O)(=O)c1cccc2nsnc12)c1ccccc1 (stereo not drawn)
  -0.8 | 90 | 25 | 0 | -10 | 3.0 | 6 | -3 | -12
COc1ccc(S(=O)(=O)N2CCCC(C(=O)NC3CCCCC3)C2)cc1 (stereo not drawn)
  -2.3 | 107 | 34* | -4 | 2 | -1.9 | -6 | 7 | 4
O=C(NCCc1ccccc1)c1ccc2nc(N3CCOCC3)sc2c1
  1.8 | 98 | 17 | -33 | 4 | 0.7 | 0 | -2 | 15
CN(C)C=Nc1nonc1-c1ccc(Cl)cc1
  -3.9 | 99 | 3 | -4 | 0 | -2.2 | 6 | 2 | -4

Shown in markdown: entries from further up.
| Molecule | IMP-1 inh | MEKK2wt PB1 HTS | NALP1 inh | DNA FID counter | M18AAP inhibitor | VIM-2 inh | UBC9 SUMO inh | MEKK2mut PB1 HTS | HCV NS3 hel inh |
| --- | --- | --- | --- | --- | --- | --- | --- | --- | --- |
| COc1ccc(C(C(=O)NCc2ccccc2)N(C(=O)c2snc(C(N)=O)c2N)C2CCCC2)cc1O (stereo not drawn) | -2.1 | 104 | 16 | -33 | 2 | -0.4 | 22 | 4 | 32 |
| CC(C)=NNc1nc2sc3c(c2c(=O)[nH]1)CC(C)(C)OC3 | -4.0 | 99 | 2 | 1 | 10 | -6.2 | -7 | 0 | -1 |
| CCn1c(SCC(=O)c2ccc3c(c2)OCCO3)nnc1-c1ccco1 | 0.0 | 96 | 0 | -17 | -3 | 1.9 | 14 | 3 | 48* |

Next compounds follow.
Below each compound – IMP-1 inh | MEKK2wt PB1 HTS | NALP1 inh | DNA FID counter | M18AAP inhibitor | VIM-2 inh | UBC9 SUMO inh | MEKK2mut PB1 HTS | HCV NS3 hel inh
O=C(CN(Cc1ccc(F)cc1)C(=O)Cn1nnc2ccccc21)NCC1CCCO1 (stereo not drawn)
  -4.8 | 99 | -5 | -4 | -4 | -2.3 | -3 | 2 | 0
CC(=O)c1cccc(NS(=O)(=O)c2cc(OCC(N)=O)c(C)cc2Cl)c1
  -0.9 | 99 | 9 | -7 | -3 | -1.2 | 29 | -1 | 6
CN(C)c1ccc(/C=N/NC(=O)CCC(=O)NCc2ccccc2)cc1
  -3.7 | 100 | 8 | -13 | -2 | -1.2 | -5 | -2 | 9
O=C1CCCC(=O)N1c1ccc(NCCOCCO)c([N+](=O)[O-])c1
  -3.4 | 98 | 4 | 5 | -8 | -5.1 | 26 | 0 | 3
CN(C)S(=O)(=O)n1cc(/C=C(\NC(=O)c2ccccc2)C(=O)NCCCN2CCOCC2)c2ccccc21
  0.6 | 103 | 8 | 28 | 4 | -2.2 | -5 | 2 | -32
CCc1ccccc1S(=O)(=O)Cc1ccc(C(=O)NCc2ccc3c(c2)OCO3)o1
  -3.0 | 105 | -24 | -20 | -1 | -6.6 | -2 | 2 | 3
c1ccc(-c2nc(-c3cccnc3)cs2)cc1
  -1.3 | 95 | 16 | -12 | -1 | -0.1 | -5 | -6 | -1
Oc1[nH]c(N=C2N=c3ccccc3=N2)c2ccccc12
  -3.1 | 97 | 4 | -1 | 10 | -3.6 | -32 | 0 | -1
COc1ccc(CCNC(=O)C2CC(c3ccccc3[N+](=O)[O-])=NO2)cc1 (stereo not drawn)
  1.0 | 103 | 30 | -7 | -4 | -0.2 | -7 | 1 | -2
Cc1ccc(S(=O)(=O)/N=C2\C(=O)c3ccccc3C([O-])=C2n2cc[n+](CCC(C)C)c2)cc1
  -3.5 | 93 | 5 | -7 | 0 | -4.1 | -1 | -3 | 5
COc1cccc(CN2CC(C(=O)NCCOc3cccnc3)CCC2=O)c1 (stereo not drawn)
  -1.6 | 100 | 12 | -8 | -2 | -2.2 | -3 | 6 | 7
Cc1cc(C)c(S(=O)(=O)Nc2cccc(/C=C/C(=O)O)c2)c(C)c1
  -1.9 | 99 | 6 | -37 | -1 | -2.5 | 3 | 1 | 4
CN1CCN(/C=N/c2c(C#N)cnn2C)CC1
  -3.3 | 94 | -2 | 0 | -2 | -3.0 | 19 | -8 | -1
CN(C)c1cccc2c1c(NC(=O)Nc1ccc(Cl)cc1Cl)nn2C
  -2.0 | 101 | 10 | -2 | -7 | -2.7 | 6 | 6 | -3
O=C(CC1C(=O)NCCN1Cc1ccc(F)cc1Cl)NCc1ccon1 (stereo not drawn)
  -5.2 | 104 | -20 | -14 | 6 | -2.3 | -3 | 2 | 0
CC(C)N(Cc1ccccc1)C(=S)NCc1ccccc1
  -1.0 | 92 | 4 | -8 | -4 | -1.1 | 6 | -7 | 0
CCOC(=O)N1CCN(C(=O)c2cc3c(=O)[nH]c4ccccc4c3s2)CC1
  -3.2 | . | -1 | -13 | 1 | -1.8 | 2 | . | -4
COc1ccc(-n2cnnc2SCC(=O)Nc2ccccc2F)cc1
  -2.3 | 103 | 34 | -13 | 2 | -3.5 | -10 | 2 | 2
COc1ccccc1-c1cn(S(=O)(=O)c2ccc(C)cc2)nc1N
  -0.6 | 100 | 16 | -11 | 2 | -1.3 | -10 | 0 | -8
O=C(CSc1ncccn1)N/N=C/c1ccccc1[N+](=O)[O-]
  -4.8 | 97 | -5 | 0 | 8 | -7.2 | -8 | -3 | 5
CCC(=O)Nc1nonc1-c1nc2ccccc2n1Cc1ccccc1
  -3.2 | 90 | -12 | -8 | -3 | -1.2 | 4 | -6 | -2
CN(Cc1cccnc1)C(=O)Cc1ccc(NS(=O)(=O)c2cccc(C(F)(F)F)c2)cc1
  1.2 | 101 | 31 | -37 | -15 | 1.0 | -9 | -2 | 4
CCOC(=O)N1CCC(N2C(=O)c3ccccc3C2Nc2ccccc2)CC1 (stereo not drawn)
  -2.5 | 103 | -3 | -31 | 4 | 0.7 | -1 | 5 | -3
Cc1cccc(N2CCN(C(c3ccncc3)c3nnnn3C(C)(C)C)CC2)c1C (stereo not drawn)
  -1.5 | 102 | 1 | -14 | -7 | -2.9 | -2 | 4 | -10
O=C(CCC1N=C2c3ccccc3N=C(SCc3ccccc3Cl)N2C1=O)NCc1ccco1 (stereo not drawn)
  -2.6 | 96 | -7 | -43 | -3 | -2.1 | -6 | 0 | 21
Cn1c(=O)oc2cc(NC(=O)CCl)ccc21
  -0.3 | 109 | . | 1 | -5 | 0.3 | 1 | -1 | -1
O=C(CCc1nc2ccccc2c(=O)[nH]1)OCc1cccc(C(F)(F)F)c1
  -4.3 | 101 | 18 | -7 | 1 | -1.6 | 6 | 0 | -11
Fc1ccccc1OCCSc1nnnn1-c1ccccc1
  -1.4 | 107 | 15 | -12 | 13 | 0.9 | 10 | 13 | 4
